# Screening data (PubChem)
# Bim-Bcl-B: inhibitors of Bim-Bcl-B interaction, human | Q9HD36 | bead-based flow cytometry, Bim peptide-Bcl-B binding | inhibition, % at 10 µM | 0.073% of 190,000 active;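 further: 0% = tracer peptide without compound and 100% = reference inhibitor peptide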
# Target sequence (Q9HD36 whole entry, looked up): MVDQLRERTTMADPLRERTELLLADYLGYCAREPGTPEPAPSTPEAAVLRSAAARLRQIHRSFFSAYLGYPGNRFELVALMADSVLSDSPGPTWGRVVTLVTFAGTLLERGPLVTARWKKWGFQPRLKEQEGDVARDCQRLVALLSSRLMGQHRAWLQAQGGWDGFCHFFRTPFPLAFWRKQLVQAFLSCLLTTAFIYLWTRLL
# Mcl-1 Bim block: inhibitors of Bim-Mcl-1 interaction, human | Q07820 | Bead-based flow cytometry, Bim peptide-Mcl-1 binding | inhibition, % at 10 µM | 0.1% of 190,000 active | AID 1009;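 further: 0% = no compound tracer wells and 100% = peptide blocker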
# Target sequence (Q07820 whole entry, looked up): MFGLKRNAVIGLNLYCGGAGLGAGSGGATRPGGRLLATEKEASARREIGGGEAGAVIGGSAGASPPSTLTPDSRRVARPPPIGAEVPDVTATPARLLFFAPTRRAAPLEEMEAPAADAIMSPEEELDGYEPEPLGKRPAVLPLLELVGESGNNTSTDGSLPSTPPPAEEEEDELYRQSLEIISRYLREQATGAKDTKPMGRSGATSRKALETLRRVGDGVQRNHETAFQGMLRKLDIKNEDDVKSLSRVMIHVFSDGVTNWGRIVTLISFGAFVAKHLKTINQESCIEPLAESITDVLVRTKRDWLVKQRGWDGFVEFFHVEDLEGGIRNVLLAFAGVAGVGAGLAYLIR
# RGS7-Gao: regulators of human RGS7-Galphao interaction; Multiplexed bead flow cytometry, RGS7-Galphao binding; actives lie on both sides; binding response (% of control), % at 10 µM; 0.35% of 220,000 active; in the data active means binding response below about 49% or above about 150%; inconclusive means no clear call, values can overlap the other calls; inactive means in between;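 further: fluorescent Galphao held in activated GDP-AlF4 state binding bead-coupled RGS7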
# GSH fluor: GSH bead compound fluorescence profile | AID 1776 | GSH beads flow cytometry, compound fluorescence 488/530 nm; hits give high values | 0.25% of 190,000 active | fluorescence (KMESF) at 10 µM; in the data active means fluorescence above about 89;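 further: glutathione beads carrying GST-tagged Bcl family fusion proteins plus one bare bead set; values are compound well signal with DMSO vehicle wells as background; inactives centre near 16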
# Bim-Bfl-1: human Bim-Bfl-1 interaction inhibition | Q16548 | Bead-based flow cytometry, Bim-Bfl-1 binding inhibition | inhibition, % at 10 µM | 0.12% of 190,000 active | AID 1008;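 further: 0% = wells without compound plus tracer and 100% = blocker peptide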
# RGS8-Gao: modulates binding of RGS8 to human Galphao | P09471 | multiplexed bead flow cytometry; actives lie on both sides | response (percent of control binding), % at 10 µM | 0.34% of 220,000 active | AID 1423; in the data active means response below about 60% or above about 140%; inactive means in between;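 further: Galphao activated as the GDP aluminium fluoride complex binding bead-coupled RGS8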
# Bcl-W Bim block: disrupts Bim peptide binding to human Bcl-W | Q92843 | bead-based flow cytometry | inhibition, % at 10 µM | 0.02% of 190,000 active;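 further: 0% = bound tracer without compound and 100% = peptide blocker; higher means less fluorescent Bim peptide bound to Bcl-W beads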
# Target sequence (Q92843 whole entry, looked up): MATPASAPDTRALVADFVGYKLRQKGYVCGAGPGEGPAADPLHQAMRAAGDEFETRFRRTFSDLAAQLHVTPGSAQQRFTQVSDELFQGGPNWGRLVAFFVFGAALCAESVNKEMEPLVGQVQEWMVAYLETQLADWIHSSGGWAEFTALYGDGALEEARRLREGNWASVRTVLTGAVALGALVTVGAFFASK
# Bim-Bcl-XL: disrupts Bim peptide binding to human Bcl-XL. Q07817. bead flow cytometry, fluorescence. inhibition, % at 10 µM. 0.04% of 190,000 active
# Target sequence (Q07817 whole entry, looked up): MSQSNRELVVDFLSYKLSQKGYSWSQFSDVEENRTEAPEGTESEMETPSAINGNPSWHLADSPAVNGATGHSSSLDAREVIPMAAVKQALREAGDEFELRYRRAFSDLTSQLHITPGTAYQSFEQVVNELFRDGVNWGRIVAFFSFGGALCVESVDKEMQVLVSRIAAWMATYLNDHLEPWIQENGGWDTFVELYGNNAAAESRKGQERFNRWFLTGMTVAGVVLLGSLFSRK
# Bcl-2 Bim block: inhibitors of Bim-Bcl-2 interaction, human | inhibition, % at 10 µM | P10415 | 0.06% of 190,000 active | AID 950 | Bead-based flow cytometry, Bim peptide-Bcl-2 binding; in the data active means inhibition above about 40%; inconclusive means no clear call, values can overlap the other calls;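 further: 0% = no compound wells with probe peptide and 100% = reference peptide inhibitor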
# RGS4-Gao reg: modulates binding of RGS4 to human Galphao. binding response (% of control), % at 10 µM. AID 1415. 0.33% of 220,000 active. Multiplexed bead flow cytometry; actives lie on both sides. P09471; in the data active means binding response below about 49% or above about 150%; inactive means in between;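 further: fluorescent Galphao activated with aluminum fluoride binding bead-coupled RGS4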
# Mcl1-Bid inh: Mcl-1/Bid interaction inhibition | AID 1021 | 0.97% of 220,000 active | TR-FRET Mcl-1/Bid-Dy647 peptide binding, 1536-well | Q07820 | inhibition, % at 21.7 µM;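 active means compounds that cut the binding signal by more than half at the single screening dose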;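 further: His-tagged Mcl-1 with europium anti-His antibody binding Bid BH3 peptide; 0% = Mcl-1 plus peptide wells and 100% = peptide-only wells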
# The depositor's hits bear a star; ? = inconclusive; · = not tested or not shown; & = joins results of further samples. Unless noted, no stated cut-off is given here; in the data, active means inhibition above about 40%. This is a subset. The share of hits here may be higher or lower than overall.
SMILES,Bim-Bcl-B,Mcl-1 Bim block,RGS7-Gao,GSH fluor,Bim-Bfl-1,RGS8-Gao,Bcl-W Bim block,Bim-Bcl-XL,Bcl-2 Bim block,RGS4-Gao reg,Mcl1-Bid inh
O=C(c1ccccc1)C(CN1CCCC1)c1ccccc1 (stereo not given),-3.0,-4.0,100.5,13,0.0,99.8,-4.0,-6.0,0.0,99.4,-15.9
COc1ccc(Oc2cc(NC(=O)c3nn(C)cc3[N+](=O)[O-])cc([N+](=O)[O-])c2)cc1,-5.0,2.0,91.7,60,-11.0,93.6,7.0,-10.0,-3.0,93.3,-18.8
O=C(c1c[nH]cc1-c1ccccc1)c1cccc2ccccc12,-1.0,-1.0,101.3,16,2.0,99.9,0.0,0.0,0.0,103.2,-10.4
Cc1nn(-c2ccccc2)c2c1C(c1ccc3c(c1)OCO3)SCC(=O)N2 (stereo not given),-2.0,-2.0,91.2,43,-3.0,94.8,-4.0,-2.0,0.0,92.2,-1.0
Cc1ccccc1NC1=NCC(C)S1 (stereo not given),-7.0,0.0,100.1,28,-10.0,101.6,-4.0,-5.0,-5.0,102.2,-4.2
Cc1ccccc1CN1CCN(c2ccc(Cl)cc2)CC1,-7.0,-3.0,95.4,11,-2.0,106.6,-2.0,-4.0,-3.0,98.4,28.5
Cc1ccc(-n2c(-c3ccc([N+](=O)[O-])cc3)nc3ccccc3c2=O)cc1,-4.0,-1.0,104.4,11,1.0,104.5,0.0,0.0,0.0,106.3,14.6
CCCC(=O)C1C(=O)NC(=O)NC1=O,-3.0,3.0,87.1,33,0.0,97.9,0.0,1.0,1.0,88.2,·
COc1ccc(-n2c(O)c(C(C)=NCc3ccco3)c(=O)[nH]c2=O)cc1,-2.0,2.0,99.2,23,-3.0,99.0,3.0,2.0,-1.0,99.8,-14.8
O=C(CN1CC(c2ccccc2)CC1=O)Nc1ccc(F)cc1 (stereo not given),-6.0,0.0,99.0,16,-10.0,98.6,-1.0,-5.0,-3.0,100.2,-13.2
O=C1CC(N2CC=C(c3ccc(F)cc3)CC2)C(=O)N1c1ccc(F)cc1 (stereo not given),3.0,0.0,103.0,16,-3.0,98.0,1.0,-2.0,3.0,102.3,-24.2
CN1C(=O)C(=Cc2ccc(N3CCOCC3)c([N+](=O)[O-])c2)C(=O)N(C)C1=O,3.0,0.0,91.2,13,8.0,97.7,5.0,5.0,3.0,101.8,-40.0
CCOC(=O)c1c(C)n(Cc2ccco2)c2c1cc(O)c1ccccc12,-1.0,1.0,85.8,8,-10.0,91.0,2.0,-1.0,0.0,85.7,-34.2
OC(c1ccccc1)(c1ccccc1)C1CCCN1 (stereo not given),-3.0,0.0,112.3,10,-7.0,110.6,-3.0,-5.0,-2.0,112.3,1.6
CN1C(=O)N(C)C(=O)C2(Cc3ccccc3N3CCOCC32)C1=O (stereo not given),-5.0,-2.0,99.1,54,-13.0,103.2,1.0,-11.0,-8.0,101.9,-15.8
Cc1cccn2c(NCC3CCCO3)c(C(C)C)nc12 (stereo not given),0.0,-6.0,97.2,13,-1.0,93.6,2.0,-1.0,0.0,99.4,-30.6
CCN1CCN(Cc2cc(Br)cc(Br)c2O)CC1,-6.0,-1.0,101.5,55,-15.0,104.1,-1.0,-4.0,-11.0,104.5,-30.0
O=c1[nH]c(=O)n(Cc2ccccc2)c(O)c1C=NCCN1CCOCC1,-3.0,-3.0,97.9,70,-1.0,102.1,-7.0,-3.0,0.0,98.0,0.3
Cc1ccc2nc(N3CCN(C)CC3)[nH]c2c1,-7.0,1.0,93.2,33,-9.0,97.1,0.0,-1.0,-6.0,99.8,-9.8
COc1cc(C=C2C(=O)NC(=O)NC2=O)ccc1OCc1ccc([N+](=O)[O-])cc1,2.0,1.0,?,11,15.0,79.4,5.0,2.0,4.0,89.0,-15.4
CC1CCC[C@H](O)CCCCCc2cc(O)cc(O)c2C(=O)O1 (stereo not given in full),-3.0&-6.0,0.0&-3.0,104.2&103.0,67&20,0.0&-1.0,100.1&99.3,0.0&-3.0,2.0&0.0,0.0&-1.0,102.4&96.9,-6.3&-8.4
CC(C)CCP(=O)(O)c1ccccc1,0.0,-1.0,95.7,11,0.0,93.5,0.0,0.0,2.0,95.1,-10.4
O=P(Nc1ccccc1)(Nc1ccccc1)Oc1ccccc1,-7.0,-4.0,81.2,30,0.0,62.3,-3.0,-7.0,-2.0,80.5,8.2
Cc1cc(C)c(C(=O)CN2CCOCC2)c(C)c1,-6.0,0.0,98.7,51,-12.0,100.7,5.0,8.0,-9.0,98.0,10.8
CCc1ccc(N2C(=O)NC(=O)/C(=C\c3cccn3CCOc3ccc(C(C)C)cc3)C2=O)cc1,-5.0,-1.0,102.6,4,1.0,100.4,-1.0,-2.0,2.0,100.7,-8.4

# Whole records, looked up by structure:
# Cc1ccc2nc(N3CCN(C)CC3)[nH]c2c1 as listed: Bim-Bcl-B = -7.0; Mcl-1 Bim block = 1.0; RGS7-Gao = 93.2; GSH fluor = 33; Bim-Bfl-1 = -9.0; RGS8-Gao = 97.1; Bcl-W Bim block = 0.0; Bim-Bcl-XL = -1.0; Bcl-2 Bim block = -6.0; RGS4-Gao reg = 99.8; Mcl1-Bid inh = -9.8
# CCN1CCN(Cc2cc(Br)cc(Br)c2O)CC1 as listed: Bim-Bcl-B = -6.0; Mcl-1 Bim block = -1.0; RGS7-Gao = 101.5; GSH fluor = 55; Bim-Bfl-1 = -15.0; RGS8-Gao = 104.1; Bcl-W Bim block = -1.0; Bim-Bcl-XL = -4.0; Bcl-2 Bim block = -11.0; RGS4-Gao reg = 104.5; Mcl1-Bid inh = -30.0

# The main list resumes, starting 6 compounds before the break.
SMILES,Bim-Bcl-B,Mcl-1 Bim block,RGS7-Gao,GSH fluor,Bim-Bfl-1,RGS8-Gao,Bcl-W Bim block,Bim-Bcl-XL,Bcl-2 Bim block,RGS4-Gao reg,Mcl1-Bid inh
COc1cc(C=C2C(=O)NC(=O)NC2=O)ccc1OCc1ccc([N+](=O)[O-])cc1,2.0,1.0,?,11,15.0,79.4,5.0,2.0,4.0,89.0,-15.4
CC1CCC[C@H](O)CCCCCc2cc(O)cc(O)c2C(=O)O1 (stereo not given in full),-3.0&-6.0,0.0&-3.0,104.2&103.0,67&20,0.0&-1.0,100.1&99.3,0.0&-3.0,2.0&0.0,0.0&-1.0,102.4&96.9,-6.3&-8.4
CC(C)CCP(=O)(O)c1ccccc1,0.0,-1.0,95.7,11,0.0,93.5,0.0,0.0,2.0,95.1,-10.4
O=P(Nc1ccccc1)(Nc1ccccc1)Oc1ccccc1,-7.0,-4.0,81.2,30,0.0,62.3,-3.0,-7.0,-2.0,80.5,8.2
Cc1cc(C)c(C(=O)CN2CCOCC2)c(C)c1,-6.0,0.0,98.7,51,-12.0,100.7,5.0,8.0,-9.0,98.0,10.8
CCc1ccc(N2C(=O)NC(=O)/C(=C\c3cccn3CCOc3ccc(C(C)C)cc3)C2=O)cc1,-5.0,-1.0,102.6,4,1.0,100.4,-1.0,-2.0,2.0,100.7,-8.4
CCOC(=O)C1=C(NC(=S)NC(=O)c2ccccc2)c2ccccc2CC12CCCC2,-1.0,-1.0,103.4,6,1.0,97.0,0.0,-1.0,0.0,104.0,-12.5
N#CC(C#N)=Cc1cccnc1,-3.0,-1.0,99.4,12,-1.0,96.6,-3.0,-2.0,-3.0,100.3,-35.1
CC(C)(C)[C@]1(O)C[C@@H]2OC(=O)C[C@@]23C(=O)O[C@@H]2OC(=O)[C@H](O)[C@]213,-1.0,-2.0,101.8,19,-5.0,101.7,-1.0,0.0,-4.0,104.0,0.1
C=CCn1c(O)c(C(CC)=NCCC2=CCCCC2)c(=O)[nH]c1=O,-3.0,0.0,99.0,25,1.0,101.1,0.0,0.0,0.0,103.9,-6.5
Cc1cccc(N2C(=O)CC(=O)NC2=O)c1,-6.0,0.0,101.2,32,-11.0,101.5,3.0,-4.0,-4.0,100.9,10.6
O=c1[nH]c(=O)n(Cc2ccc(F)cc2)c(O)c1C=NCCN1CCCCC1,-3.0,-3.0,100.4,20,-2.0,108.9,-1.0,-2.0,-5.0,99.8,-13.3
O=[N+]([O-])c1ccc(N2CCNCC2)c2ncccc12,-6.0,2.0,103.8,62,-5.0,99.8,2.0,0.0,-4.0,96.9,-36.0
COc1ccc(/C=C2/C(=O)NC(=O)N(c3ccc(C)c(C)c3)C2=O)cc1CN1C(=O)c2ccccc2C1=O,-10.0,-5.0,108.0,16,-4.0,104.9,-10.0,-9.0,-5.0,106.0,-77.2
N#CC1(c2ccccc2)CCN(C2CC(=O)N(c3ccc(F)cc3)C2=O)CC1 (stereo not given),-4.0,0.0,102.0,13,-7.0,102.2,-1.0,-2.0,0.0,104.2,-17.0
COC(=O)C(C)Oc1cc(C)cc2oc(=O)c3c(c12)CCC3 (stereo not given),-2.0,-2.0,93.6,15,0.0,98.6,0.0,-1.0,-1.0,94.0,6.5
Cc1cc(/C=C2/C(=O)NC(=O)N(Cc3ccco3)C2=O)c(C)n1-c1ccccc1,-1.0,0.0,96.2,24,0.0,106.5,-2.0,1.0,1.0,100.0,-57.4
CN(C)C(Cc1ccccc1)C(=O)c1cccs1 (stereo not given),7.0,48.0*,?,11,-3.0,100.8,5.0,2.0,2.0,99.7,-25.0
O=C(COc1ccc(Cl)cc1)N1CCN(Cc2ccccc2)CC1,-9.0,-9.0,99.2,38,-20.0,101.0,-2.0,-11.0,-11.0,102.7,-7.8
CCC(C)C1(CC)C(=O)NC(=O)N=C1N (stereo not given),-10.0,-6.0,103.3,12,-5.0,101.0,-6.0,-7.0,-8.0,98.2,-18.9
CN1CCCC(C(=O)c2ccc(Cl)cc2)C1 (stereo not given),-7.0,-3.0,93.4,13,-7.0,96.8,-2.0,-4.0,-3.0,95.3,-32.2
Cn1c(O)c(C=NCCN2CCN(C(=O)c3ccccc3)CC2)c(=O)n(C)c1=O,3.0,2.0,100.8,33,0.0,101.2,-1.0,0.0,-1.0,103.6,·
O=c1[nH]c(=O)n(CCC2=CCCCC2)c(O)c1/C=N/Nc1ccccc1,-6.0,-1.0,98.1,8,-1.0,97.5,-3.0,-3.0,-1.0,98.8,-54.7
CCc1nc2ccccc2c(=O)n1-c1ccccc1[N+](=O)[O-],-9.0,-3.0,101.5,12,-6.0,100.3,-3.0,-7.0,-11.0,102.5,2.8
CCN(CC)C(=O)c1ccc(NC(=O)c2ccc(-c3nn(C)c(=O)c4ccccc34)cc2)cc1,-7.0,1.0,98.1,18,-6.0,96.3,0.0,-2.0,0.0,97.2,-13.1
CCN1CCN(c2nc3c(c(=O)[nH]2)CCCC3)CC1,0.0,-1.0,100.6,7,-2.0,101.5,-3.0,-2.0,-4.0,98.3,-44.7
N=C1c2ccccc2CN1c1cccc([N+](=O)[O-])c1,-1.0,0.0,95.0,11,0.0,100.8,0.0,0.0,0.0,100.3,-20.7
CCN1CCN(C(=O)Cc2coc3ccc4ccccc4c23)CC1,-4.0,-4.0,104.8,24,0.0,114.1,-3.0,-7.0,-8.0,103.2,-13.2
CCCCC(=O)C1C(=O)NC(=O)NC1=O,0.0,-4.0,97.8,11,0.0,94.7,-2.0,-5.0,-3.0,92.0,2.4
